# Pf Dd2 growth – inhibitors of Plasmodium falciparum Dd2 growth. P. falciparum Dd2 growth, SYBR Green, 72 h. Potency, µM (top dose mostly 28.9 µM), without a hit: top-dose activity, negative = inhibition, actives largely listed as inhibitors. 120,000 tested, 4.3% active. AID 1347417; active means well fitted inhibition curve with a large enough effect; inconclusive means small, poorly fitted or top-dose-only effect; inactive means no such curve, though single readings can be large or run the other way;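 further: plate controls were DMSO vehicle for no effect and reference drug for full effect; nearly all actives have a fitted effect of over 65% in size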
#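 Readout: SYBR Green fluorescence, 485 nm excitation, 535 nm emission, after ~16 h lysis at 37C. Before that, Dd2-infected red cells (2.5% hematocrit) grew 72 h with compound, 29 uM top final concentration.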
# * marks the source's active call; other numbers are inactive results; i = inactive; ? = inconclusive; [ ] = remark or other dose. Potency means the concentration at half of the fitted maximal effect. These rows are one share of the data. The share of hits here may be higher or lower than overall.
compound	Pf Dd2 growth
C[C@@H]1C(=O)O[C@H]2[C@H]1CC[C@@]1(C)Cc3sc(NC(=O)CC(C)(C)C)nc3[C@@H](C)[C@H]21	-10%[44.1 µM]
CCOCCn1c(=O)[nH]c2cc(C(=O)NCCN3CCCC3=O)ccc21	1%
CN1CCC(N(C)C(=O)C2CCN(C(=O)N3CC4CC(C3)[C@H]3CCCC(=O)N3C4)CC2)CC1 (stereo partly drawn)	-7%
COc1cccc(CNC(=O)N2CCCC(Cn3cnc4cccnc43)C2)c1 (stereo not drawn)	13%
CCc1ccc(NC(=O)C2=CC(c3cccs3)=NS(=O)(=O)N2C)cc1	-5%
O=C(CCC(=O)n1ncc2c(Cl)cccc21)N1CCC(Cc2nc(C3CCOCC3)no2)CC1	i
CCC(O)C(=O)N1CCc2[nH]nc(C(c3ccccc3)c3ccccc3)c2C1 (stereo not drawn)	-17%
Cc1cc2c(cc1S(=O)(=O)NCc1ccc(N(C)C)cc1)OCC(=O)N2	46%[activator][0.594 µM]
Cc1ccc(CN2CCCC3(CCC(=O)N(CCc4cnc[nH]4)C3)C2)s1 (stereo not drawn)	?
COc1cc(OC)c(NC2=C(c3ccc(C(F)(F)F)cc3)C(=O)c3ccccc32)cc1Cl	?
CC1Oc2ccc(NC(=O)Cc3ccc(F)cc3)cc2CN(CC2CC2)C1=O (stereo not drawn)	i
COCCOC1CCN(C(=O)c2ccc3cc[nH]c3c2)CC1	-17%
O=C1NCCOCCCN(C(=O)NC2CCCCC2)[C@H]2CCCC[C@@H]12	28%
COC(=O)c1sccc1S(=O)(=O)N(CC(=O)NCc1ccccc1)c1ccccc1	7%
COCc1cn(C[C@H]2C[C@@H](NCc3cccc4c3OCO4)[C@H](O)[C@@H]2O)nn1	12%
Cc1ccc(CNC(=O)CSc2c3c(nc4cc(Cl)ccc24)CCCC3)cc1	?
COCc1nc2nc(-c3ccccc3)c(Nc3ccncc3)cc2n1C	-9%[44.1 µM]
CN1C(=O)CS(=O)C12CCN(S(=O)(=O)c1ccc(F)cc1)CC2 (stereo not drawn)	1%
O=C(CCn1c(=O)c2cccn2c2cccnc21)NCc1ccccc1Br	24%
COCCNc1cc2c(cn1)CN(Cc1ccccc1)CCN2	-24%[44.1 µM]
COc1ccc(C(=O)N2CCN(c3nnc4c(Cl)cccn34)CC2)cc1	?
O=c1c2ccccc2n(Cc2ccccc2Cl)c(=O)n1CCc1ccccc1	?
Cc1ccc(C)c(NC(=O)CN2C(=O)c3cccc4cccc2c34)c1	1%
O=C(Cn1nc2n(c1=O)CCCC2)N1CCN(c2ccccc2)CC1	i
CC1(C)O[C@H]2[C@@H](O1)[C@@H](C(=O)Nc1ccc(F)c(F)c1)O[C@@H]1OC(C)(C)O[C@@H]12	i

# Three structures already listed, ordered by molecular weight, descending.
compound	Pf Dd2 growth
O=C(CCC(=O)n1ncc2c(Cl)cccc21)N1CCC(Cc2nc(C3CCOCC3)no2)CC1	i
COCc1cn(C[C@H]2C[C@@H](NCc3cccc4c3OCO4)[C@H](O)[C@@H]2O)nn1	12%
O=C1NCCOCCCN(C(=O)NC2CCCCC2)[C@H]2CCCC[C@@H]12	28%

# The listing continues:
compound	Pf Dd2 growth
O=C(Nc1ccc2ncnc(N3CCCC3)c2c1)c1ccc(F)c(F)c1	?
COc1cccc(CCC(=O)N2CC(c3noc(COc4ccc(C)cc4)n3)C2)c1	9%
O=C(Cn1c(=O)c2c(n1Cc1ccccc1)CN(Cc1ccccc1)CC2)NCc1cccc(F)c1	-3%
CCOc1ccc(-n2c(C)nc3cc(C(=O)NC4CCCC4)ccc32)cc1	?
CCOc1ccc(-c2cn(-c3ccc(OC)cc3)c(SCC(=O)Nc3ccccc3Cl)n2)cc1	?
Cc1ccccc1CNC(=O)C(=O)NCC(c1ccco1)S(=O)(=O)c1ccc(F)cc1 (stereo not drawn)	i
COc1ccc(C(=O)Nc2ccc(-c3noc([C@@H]4CCCN4Cc4c[nH]c5ccccc45)n3)cn2)cc1	7.9µM*
COc1ccc(Cl)cc1N=C1NC(=O)CC(C(=O)Nc2ccccc2C(F)(F)F)S1 (stereo not drawn)	-21%
COc1cccc2c1cc1c(=O)n(CC(=O)N3CCN(c4ccccc4F)CC3)nc(C)n12	-21%
CC(C)(C)CC(=O)N1CC[C@@H](CC(=O)O)[C@@H](CCN2CCN(c3ccccn3)CC2)C1	-8%[44.1 µM]
O=C(COc1ccccc1)NC1CCc2nnc(C3CC3)n2CC1 (stereo not drawn)	16%
COc1ccc(S(=O)(=O)N(CC(=O)Nc2cccnc2)c2ccc(Cl)cc2)cc1	1%
O=C(NC1CCCCC1)c1ccc2c(c1)N(Cc1ccc(Cl)cc1)C(=O)c1ccccc1S2(=O)=O	?
COc1ccc(C(C)NC(=O)c2noc(-c3ccc(C)cc3)n2)cc1OC (stereo not drawn)	?
Cc1cc(C(=O)N[C@@H]2CN(Cc3ccccc3)C[C@H]2CN(C)C)n(C)n1	-6%
O=C(NCc1csc2c1CCCC2)C(c1cccnc1)N1CCOCC1 (stereo not drawn)	-5%
CC(C)CCN1CC(CN[S+](=O)([O-])c2ccccc2)C2(C1)CN(c1ccccc1)C2 (stereo not drawn)	?
Cc1cccc(C)c1-c1nc(C(=O)NCc2ccsc2)n2ccccc12	8.9µM*
Cc1nn(-c2ccccc2)c(-n2cccc2)c1C(=O)NCCc1ccc(Cl)cc1	-21%
O=C1CC(c2nc3ccccc3n2CCCCOc2ccccc2)CN1c1ccccc1Cl (stereo not drawn)	i
COc1ccc(-c2nc(C)c(CCNC(=O)c3cc(OC)c(OC)c(OC)c3)s2)cc1OC	?
CN(C1CCc2nn(C)c(=O)n2CC1)S(=O)(=O)c1ccc2c(c1)OCCO2 (stereo not drawn)	i
CS(=O)(=O)c1ccc(CN2CCN3C(=O)N(C4CCOCC4)C[C@H]3C2)cc1	-17%[44.1 µM]
Cc1ccccc1S(=O)(=O)N1CCC(CCC(=O)NC2CCS(=O)(=O)C2)CC1 (stereo not drawn)	-10%
O=C(Cn1nc2c(cc1=O)CCCCC2)Nc1nc(-c2cccnc2)cs1	?
COc1ccc(-c2cc(C(=O)NC3CC3)c3c(C4CCCN4)noc3n2)cc1 (stereo not drawn)	469%[activator]
Cc1ccc(NC(=O)CCNc2cnc3cnccn23)cc1F	i
COc1ccc(C2Cn3cnc(C(=O)N4CCC(C(=O)NCc5cccc(C)c5)CC4)c3CO2)cc1 (stereo not drawn)	-25%
COCCNC(=O)C1c2ccccc2C(=O)N(C2CCCCC2)C12CCCCC2 (stereo not drawn)	-14%
COC(=O)CNC(=O)c1nc(-c2cc(Cl)cc(Cl)c2)c2ccccn12	-11%
CCn1cc(S(=O)(=O)N2CC(Oc3ccc(-c4nc(C)no4)cc3)C2)cn1	i[5.79 µM]
COc1ccc(CCNC(=O)c2ccc3c(c2)sc2nc(-c4ccc(C)cc4)cn23)cc1OC	i
Cc1ccc(-n2nc(CC(N)=O)nc2CCn2ccc(=O)[nH]c2=O)c(C)c1	1%
CN(CCCc1nccn1C)C(=O)[C@H]1CNC[C@H](C(=O)N2CCOCC2)C1	-6%
COc1ncccc1-c1n[nH]c2c1CC(=O)N(c1ccccc1)C2	?
CCN1CC(CN(C)Cc2cn(-c3ccccc3C)nc2-c2ccc(OC)c(F)c2)CC1=O (stereo not drawn)	10µM*
CC(Sc1nc(-c2ccccc2)c(C#N)c(=O)[nH]1)C(=O)Nc1ccc(F)cc1 (stereo not drawn)	17%
COc1ccc(CN2C(=O)[C@@H]3C[C@@H](CN3C(=O)c3cnccn3)Oc3ccccc32)cc1	-26%[44.1 µM]
CC(C)c1noc(-c2cn(C3CCCN(C(=O)c4nn(C)c5ccccc45)C3)nn2)n1 (stereo not drawn)	i
N#Cc1nc(COc2ccccc2Cl)oc1NCCc1ccccc1	?
CO[C@H]1C(=O)N(C(C)C)[C@H]1C1CCN(C(=O)c2nn(C)c3ccccc23)CC1	-10%
COCCc1noc([C@@H]2CC(F)(F)CN2C(=O)c2ccn[nH]2)n1	-1%
COc1ccc(C(=O)Nc2ccc([C@H]3OCC(=O)N(Cc4ccc(F)cc4)[C@@H]3CO)cc2)cc1	?
O=C(Nc1cccc(-c2ccc(N3CCCC3)nn2)c1)Nc1cc(F)ccc1F	?
C=CCNC(=O)Cc1ccc(N(Cc2cccc(F)c2)C(=O)c2ccco2)cc1	?
O=C(CC1CCOC2(CCN(S(=O)(=O)c3ccc(F)cc3)CC2)C1)N1CCCC1 (stereo not drawn)	i
CC1=C[C@@H](CNC(=O)C2CCCCC2)[C@H](C(C)C)C[C@H]1Cc1nc2ccccc2n1C	10µM*
COc1ccc(OCCCCn2c(C3CC(=O)N(c4cccc(Cl)c4)C3)nc3ccccc32)cc1 (stereo not drawn)	?
Cc1ccc(CNC(=O)[C@H]2CCC[C@H]2NC(=O)c2ccncc2)o1	0%
Cc1ccc(NC(=O)Cn2cccc2-c2nc(-c3ccc4c(c3)OCO4)no2)cc1Cl	6%

# Retrieved one by one from above:
compound	Pf Dd2 growth
CC(C)c1noc(-c2cn(C3CCCN(C(=O)c4nn(C)c5ccccc45)C3)nn2)n1 (stereo not drawn)	i
CC(Sc1nc(-c2ccccc2)c(C#N)c(=O)[nH]1)C(=O)Nc1ccc(F)cc1 (stereo not drawn)	17%
COCCc1noc([C@@H]2CC(F)(F)CN2C(=O)c2ccn[nH]2)n1	-1%
Cc1ccc(NC(=O)Cn2cccc2-c2nc(-c3ccc4c(c3)OCO4)no2)cc1Cl	6%

# The listing picks up with the 4 entries that preceded the break.
compound	Pf Dd2 growth
CC1=C[C@@H](CNC(=O)C2CCCCC2)[C@H](C(C)C)C[C@H]1Cc1nc2ccccc2n1C	10µM*
COc1ccc(OCCCCn2c(C3CC(=O)N(c4cccc(Cl)c4)C3)nc3ccccc32)cc1 (stereo not drawn)	?
Cc1ccc(CNC(=O)[C@H]2CCC[C@H]2NC(=O)c2ccncc2)o1	0%
Cc1ccc(NC(=O)Cn2cccc2-c2nc(-c3ccc4c(c3)OCO4)no2)cc1Cl	6%
Cc1nn2c(c1-c1ccccc1-c1ccccc1)N(C(=O)c1cnccn1)CCC2	57%[activator][44.1 µM]
CCc1cccc(NC(=O)CSc2nc3ccccc3nc2N2CCCCC2)c1	?
CCc1ccc(S(=O)(=O)N2CCN(c3ccc(Cl)c(Cl)c3)CC2)cc1	18%
COc1ccc2c(c1)c1c(c(=O)n(-c3ccc(C)cc3)c(=O)n1CC(=O)N1CCCC1)n2C	-12%
COc1cccc(-c2ccc(CN3C4CCC3CN(C(=O)c3ccncc3)C4)cc2)c1	?
O=C(NCc1ccc(F)cc1)C1COC2(CCCCC2)N1C(=O)c1cccc(F)c1 (stereo not drawn)	-11%
COc1cccc(CN2Cc3cc(NC(=O)c4ccccc4)ccc3OC(C)C2=O)c1OC (stereo not drawn)	-16%
CN1CCC(C(=O)NCc2c[nH]c3ncccc23)CC1	1%[44.1 µM]
COc1ccc(OC)c(CNC(=O)c2noc(-c3ccc(C)cc3)n2)c1	-11%
Cc1cc(C)c2c(=O)cc(CSCC(=O)Nc3ccccc3Cl)[nH]c2c1	i
Fc1ccc(C2Cn3nnc(-c4nc(-c5ccncc5)no4)c3CO2)cc1 (stereo not drawn)	11%
COc1ccc(-c2ccc3nnc(CNC(=O)Cc4cccc(OC)c4)n3n2)cc1	i
CCn1nccc1C(=O)NCCc1ncc(C)n1C1CC1	-3%
O=C(NC[C@H]1CCc2ccccc2O1)C1CCN(C(=O)C2CC2)CC1	-13%
C[C@H]1[C@@H]2[C@@H](O)C([C@H](C)C(=O)NCc3cccnc3)CC[C@@]2(C)CC[C@@H]1NC(=O)c1ccccn1 (stereo partly drawn)	i
CCOc1nc(NC(=O)NS(=O)(=O)Oc2ccccc2Cl)nc(-c2ccccc2)n1	27%
Clc1cccc(N2CCN(c3nc4ccccc4c4nc(-c5cccnc5)nn34)CC2)c1	33%
O=C(NCc1ccccc1)NCC1CCCN(Cc2ccccn2)C1 (stereo not drawn)	-7%
Cc1nc(-c2c3n(c(=O)n(Cc4ccc(F)c(F)c4)c2=O)CCCC3)no1	?
O=C(NCc1ccccc1)N1CCCC(c2noc(COc3ccccc3F)n2)C1 (stereo not drawn)	?
COc1cc2c(cc1Oc1ccccc1)NC(=O)C21CCN(c2nc(C)cnc2C)CC1	-6%[44.1 µM]
O=C1C(N2CCN(S(=O)(=O)c3cccs3)CC2)CCN1Cc1ccccn1 (stereo not drawn)	i
Nc1cc(N2CC[C@@H](N3CCN(CCc4ccccc4)CC3)[C@H](O)C2)nc(N)n1	i
COc1ccc(-n2nc(C3CCCN(C(=O)c4ccc(Cl)nc4)C3)[nH]c2=O)cc1 (stereo not drawn)	-2%
CSc1nc2sc3c(c2c(=O)n1-c1ccc(C)c(Cl)c1)CCN(C(C)=O)C3	-26%
CCOC(=O)c1[nH]c2c(c1Cc1ccccc1OC)C(=O)CC(c1ccccc1)C2 (stereo not drawn)	11µM*
O=C(CN1C(=O)C2(SCC(=O)N2c2ccc(F)cc2)c2ccccc21)NCCc1ccccc1 (stereo not drawn)	?
Cc1ccc(Cl)cc1-n1ncc2c(NCCc3ccccc3)ncnc21	i
CN(Cc1ccc(-c2ccccc2)cc1)Cc1cccc(OC(F)(F)F)c1	10%
COCCNc1ncccc1-c1cc(-c2ccccc2)nc2c(C)noc12	?
CC(C)N1C(=O)C2(CCCCC2)C1C(=O)NCc1cc(F)cc(F)c1 (stereo not drawn)	-19%

# Screening results (PubChem BioAssay)
